Shiga toxin inh – blocks Shiga toxin action in Vero cells; Vero cells, Shiga toxin protein synthesis inhibition reporter; inhibition, % at 38.7 µM; hit rate 9.2% among 290,000; in the data active = inhibition mostly above about 28%, no sharp cut-off; inactive = mostly below about 43%; note: 0% is about no effect
AmpC inh no detg – AmpC beta-lactamase inhibition without detergent | P00811 | AmpC nitrocefin hydrolysis, absorbance 480 nm, 0.0001% Triton | Potency, µM (highest dose often 57.1 µM), without a hit: top-dose activity change, negative = inhibition, usual class: inhibitors | hit rate 0.52% among 330,000 | AID 485341;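 note: potency is the fitted concentration of half-maximal effect; plate controls were no compound for no effect and no enzyme for full effect; nearly all actives have a fitted effect of over 20% in size; some results filed as inactive show a strong effect at the top dose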
Target sequence (P00811 whole entry, looked up): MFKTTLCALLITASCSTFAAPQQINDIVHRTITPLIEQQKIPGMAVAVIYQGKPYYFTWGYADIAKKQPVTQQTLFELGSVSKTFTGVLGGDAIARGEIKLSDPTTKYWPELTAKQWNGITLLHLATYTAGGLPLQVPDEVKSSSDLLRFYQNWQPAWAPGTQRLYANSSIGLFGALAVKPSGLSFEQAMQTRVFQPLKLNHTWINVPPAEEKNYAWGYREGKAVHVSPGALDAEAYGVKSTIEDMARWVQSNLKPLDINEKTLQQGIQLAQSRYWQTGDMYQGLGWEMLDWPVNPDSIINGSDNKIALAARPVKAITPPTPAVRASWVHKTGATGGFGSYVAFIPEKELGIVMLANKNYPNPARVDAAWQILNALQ
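20 mM phosphate pH 7.0 + 0.01% (detergent screen) or 0.0001% Triton X-100; 5.3 nM AmpC reagent; cpd preinc 15 min RT; nitrocefin (800 uM stock) to start; A480 q20 s × 4 min; Activity was normalised to no-enzyme and no-compound control wells.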
AmpC detergent – inhibitors of E. coli AmpC beta-lactamase with detergent; P00811; AmpC hydrolysis of nitrocefin, absorbance 480 nm, 0.01% Triton; Potency, µM (series often up to 114 µM), for inactives: at the highest dose activity change, negative = inhibition, most hits filed as inhibitors; hit rate 0.041% among 370,000; AID 485294;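 note: potency is the fitted concentration of half-maximal effect; 0% = no-compound wells and -100% = no-enzyme wells; nearly all actives have a fitted effect of over 25% in size; some results filed as inactive show a strong effect at the top dose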
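AmpC (5.3 nM in the dispensed reagent) in 20 mM phosphate pH 7.0 with 0.01% (detergent screen) or 0.0001% Triton X-100 was preincubated with compounds for 15 min at room temperature. Nitrocefin was then added from an 800 uM solution, and hydrolysis was followed at 480 nm.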
HCMV antiviral – human cytomegalovirus inhibition | hit rate 4.5% among 410,000 | AID 1259415 | activity change, negative = inhibition, % at 57.5 µM | HFF cells, HCMV-luciferase reporter, 72 h; active compounds read low; in the data active = activity change below about -60%; inconclusive = no clear call, values can overlap the other calls; inactive = above about -39%; note: % is set by controls: 0 for no effect and ±100 for the full control effect
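Two compound doses tested in HFFs infected with HCMV-luciferase, MOI 1 PFU/cell, 72 h at 37C. Lysate luminescence read with OneGlo; data normalized against buffer-only and 10uM Salinomycin inhibitor controls.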
Cycloheximide cs – counter-screen hit for Shiga toxin inhibitors, cycloheximide; cell reporter, cycloheximide protein synthesis inhibition counterscreen; max response, %; hit rate 12% among 300,000; AID 2314; in the data active = max response mostly above about 13%, no sharp cut-off; inactive = mostly below about 14%; note: read at 38.3 µM for the half of the compounds with a filed dose; 0% is about no effect
AMA1-RON2 inh – AMA1-RON2 (P. falciparum) interaction inhibition. hit rate 0.2% among 360,000. AID 720542. AlphaScreen AMA1-biotinylated RON2 peptide binding. Potency, µM (doses to about 58.2 µM), for the others: at the top dose activity change, negative = inhibition, hits mostly inhibitors;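 note: potency is the fitted concentration of half-maximal effect; 0% = vehicle wells and -100% = peptide control; nearly all actives have a fitted effect of over 45% in size; some results filed as inactive show a strong effect at the top dose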
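AMA1 (3D7) with his tag at 25 nM final met compounds first, then biotinylated RON2 peptide at 25 nM; detection used donor plus acceptor beads, 10 µg/mL apiece, read by AlphaScreen after 30 min at room temperature.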
Giardia FBPA inh – Giardia lamblia aldolase inhibition | purified Giardia FBPA | AID 2451 | hit rate 0.71% among 290,000 | Potency, µM (top dose mostly 59.6 µM), for inactives: at the highest dose activity, negative = inhibition, usual class: inhibitors; note: potency is the fitted concentration of half-maximal effect; % is set by controls: 0 for no effect and ±100 for the full control effect; nearly all actives have a fitted effect of over 55% in size
Target sequence (A8B2U2 whole entry, looked up): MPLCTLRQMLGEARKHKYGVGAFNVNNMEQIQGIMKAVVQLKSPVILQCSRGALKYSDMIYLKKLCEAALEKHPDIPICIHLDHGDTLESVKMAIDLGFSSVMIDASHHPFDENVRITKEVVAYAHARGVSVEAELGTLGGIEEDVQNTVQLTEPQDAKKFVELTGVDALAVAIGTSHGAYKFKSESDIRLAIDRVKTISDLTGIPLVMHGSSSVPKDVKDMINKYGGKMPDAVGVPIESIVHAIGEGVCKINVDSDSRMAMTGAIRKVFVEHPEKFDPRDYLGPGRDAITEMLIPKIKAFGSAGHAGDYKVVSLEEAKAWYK
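40 nM FBPA preincubated 10 min at RT with compound (up to 57.5 uM final), then substrate plus GAPDH/TPI/NAD/arsenate coupling and diaphorase/resazurin added. Fluorescence read after 20 min at RT, 525/598 nm.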
Starred values were filed as active, the others as inactive; ? = inconclusive; · = no result given; + = active, no number; [ ] = dose if it differs, or a comment. Unless noted, calls come from the whole dose curve; as a rule, active = well fitted curve in the direction sought with a large enough effect; inconclusive = small, poorly fitted or top-dose-only effect, or another doubt; inactive = no such curve, though single readings can be large; an effect the other way counts as inactive or inconclusive. Rows were taken by chance; about 16% have a hit in one of these screens.

SMILES	Shiga toxin inh	AmpC inh no detg	AmpC detergent	HCMV antiviral	Cycloheximide cs	AMA1-RON2 inh	Giardia FBPA inh
O=C(Nc1cccc(-c2csc(Nc3ccccc3)n2)c1)c1ccccc1	84*	-39%	1%	-16	31*	-5%	-12%
CCCCN(CC)CCNC(=O)c1cc2c(=O)n(C)c3ccccc3c2n1C	-21	30%	-13%	8	-10	0%	-6%
COc1ccc(CNC(=O)CN(CC2CCCO2)C(=O)CNS(=O)(=O)c2ccc(C)cc2)cc1 (stereo unspecified)	-12	33%	?	-20	1	11%	0%
CCN(CC)C(=O)CN1C(=O)C(=O)c2ccccc21	8	1%	7%	11	2	-3%	-19%
Cc1ccccc1NC(=S)Nc1ccc2[nH]c(=O)[nH]c2c1	-9	-10%	0%	-25	1	-11%	-10%
COc1ccc(C(=O)NCC(=O)OCC(=O)Nc2sccc2C#N)cc1OC	36*	-28%	-13%	-12	22*	31%[activator]	-5%
COc1ccc(/C=N/NC2=NS(=O)(=O)c3ccccc32)cc1	6	-15%	3%	-26	-1	76%[activator]	4.5µM*
O=C(O)CSc1nnc(C2CC2)n1-c1ccccc1	-11	-20%	-7%	-15	-3	-6%	5%
COc1ccc(C(=O)C2CCN(C(=O)c3ccc(OC)cc3)CC2)cc1	-1	24%	-11%	?	-2	3%	7%
O=[N+]([O-])c1ccc(N2CCN(CCO)CC2)cc1NCc1ccco1	3	-14%	?	-10	-1	-1%	-2%
COc1ccc(S(=O)(=O)N2CCCC(C(=O)N3CCOCC3)C2)cc1C (stereo unspecified)	-14	0%	-10%	-36	-3	37%	6%
O=C(c1cccnc1)C1CCCN(Cc2nc(-c3cnccn3)no2)C1 (stereo unspecified)	-5	-1%	0%	4	7	4%	-1%
CCN(Cc1cnn(C)c1)C(=O)CC1C(=O)NCCN1Cc1cccc(OC)c1OC (stereo unspecified)	-14	1%	-4%	74	1	17%	0%
CCCCn1c(C(C)NC(=O)c2cccs2)nc2ccccc21 (stereo unspecified)	20	-12%	?	-27	6	12%	19%
Cn1c(=O)cc(SCC(=O)N2CCOCC2)c2ccc(Cl)cc21	-2	6%	?	202	-2	1%	-4%
C=CCO/N=C/C1C(=O)CC(C)(C)CC1=O	15	-23%	-6%	-4	-3	14%	?
O=C(NC1CCCCC1)C(c1ccncc1)N(C(=O)c1csnn1)c1ccccc1 (stereo unspecified)	18	7%	-3%	-5	-10	24%	14%
COc1cc2cc(CN(Cc3cccnc3)C(=O)Nc3ccccc3)c(=O)[nH]c2cc1OC	1	41%	2%	27	-6	-14%	2%
CCCC1(CCC)NC(=O)N(CC(=O)Nc2ccccc2OC)C1=O	17	2%	-6%	-109*	2	-8%	8%
Nc1ccc2nc[nH]c2c1	-25	-6%	-1%	15	-4	-22%	?
O=C(NC1CCCC1)c1cc2c(ccc3ccccc32)o1	60*	-19%	0%	40	44*	0%	-27%
Cc1ccc(N2CCOCC2)c2c1C(=O)c1ccccc1C2=O	-13	120%[activator]	3%	79	3	14µM*	-12%
COCCNC(=S)NC1CC2CCCC(C1)N2Cc1ccco1 (stereo unspecified)	0	-9%	-2%	14	-5	-2%	5%
CCCS(=O)(=O)N1CCN(Cc2ccccc2OCC)CC1	-12	14%	-7%	31	-3	-13%	-25%
O=C(CSc1nc2ccccc2c(=O)n1Cc1ccco1)N1CCCC1	-3	-1%	3%	-37	-2	-3%	7%
CCCc1[nH]nc2c1C(c1ccc(O)cc1OCC)C(C#N)=C(N)O2 (stereo unspecified)	-8	-16%	2%	-9	-2	-7%	-4%
CCn1nc(C)c(CNC(=O)Nc2ccc3c(c2)OCO3)c1C	91	-17%	-6%	82	45*	-1%	2%
CC(C)(C)NC(=O)c1ccc2nsnc2c1	-1	-21%	-4%	-7	-3	-12%	9%
O=C(Nc1ccon1)c1ccc(OC2CCCC2)cc1	92*	-36%	-14%	86	64*	-3%	-7%
COc1cccc(OCc2cc(C(=O)NC(C)c3cnn(C)c3C)no2)c1 (stereo unspecified)	59*	27%	-7%	-22	27*	-2%	15%

Overlap with the part before: 6 compounds, then new ones.
SMILES	Shiga toxin inh	AmpC inh no detg	AmpC detergent	HCMV antiviral	Cycloheximide cs	AMA1-RON2 inh	Giardia FBPA inh
O=C(CSc1nc2ccccc2c(=O)n1Cc1ccco1)N1CCCC1	-3	-1%	3%	-37	-2	-3%	7%
CCCc1[nH]nc2c1C(c1ccc(O)cc1OCC)C(C#N)=C(N)O2 (stereo unspecified)	-8	-16%	2%	-9	-2	-7%	-4%
CCn1nc(C)c(CNC(=O)Nc2ccc3c(c2)OCO3)c1C	91	-17%	-6%	82	45*	-1%	2%
CC(C)(C)NC(=O)c1ccc2nsnc2c1	-1	-21%	-4%	-7	-3	-12%	9%
O=C(Nc1ccon1)c1ccc(OC2CCCC2)cc1	92*	-36%	-14%	86	64*	-3%	-7%
COc1cccc(OCc2cc(C(=O)NC(C)c3cnn(C)c3C)no2)c1 (stereo unspecified)	59*	27%	-7%	-22	27*	-2%	15%
O=c1ccc2cc(S(=O)(=O)Nc3ccc(Br)cc3)ccc2o1	-11	-36%	-15%	-31	-2	3%	4%
CC(=O)c1ccc(OCC(O)CN2CCN(S(=O)(=O)c3c(C)cc(C)cc3C)CC2)cc1 (stereo unspecified)	-4	171%[activator]	-6%	32	-5	-15%	?
COCCN(C(=S)Nc1cc(C)cc(C)c1)C(C)c1ccco1 (stereo unspecified)	15	-18%	6%	-14	-5	-4%	-13%
COC(=O)C1CCN(c2cc(=O)n(Cc3ccc(F)cc3)c(=O)[nH]2)CC1	-6	4%	2%	16	-1	-5%	4%
CC(CCC(C)OC(=O)c1ccccc1C(=O)O)OC(=O)c1ccccc1C(=O)O (stereo unspecified)	16	-11%	1%	-24	-1	13%	16%
COc1ccccc1N1CCN(S(=O)(=O)CCNC(=O)C2CCCCC2)CC1	·	59%	-18%	-29	·	-19%	·
COc1cc(/C=N/NC(=O)c2cccnc2)ccc1OS(=O)(=O)c1ccc(C)cc1	1	58%	?	-38	6	-3%	0%
COc1cc(/C=N/NC(=O)c2ccncc2)ccc1OCCN1CCCCC1	+	-29%	-10%	?	35*	7%	4%
O=C(c1ccc(Oc2ccc([N+](=O)[O-])cc2)cc1)N1CCCCCC1	68	30%	1%	-25	11	-10%	-6%
COC(=O)c1c(C)[nH]c(C(=O)CSc2ncnc3sc(-c4ccccc4)cc23)c1C	-6	-18%	-2%	?	-3	0%	7%
Cc1cc(C)cc(OC(=O)CCN2C(=O)c3ccccc3C2=O)c1	8	-20%	?	28	-1	2%	-7%
COc1ccc(N2CCN(C(=O)COC(=O)c3ccco3)CC2)cc1	-10	4%	4%	11	-3	8%	·
CC(=O)N1c2ccc(S(=O)(=O)N3CCCCC3)cc2CC1C(=O)NCc1ccccc1C (stereo unspecified)	13	92%[activator]	2%	3	-1	-1%	·
O=c1[nH]c(CN2CCCCC2)nc2ccccc12	9	-9%	0%	45	17	2%	-8%
C/C(CC(=O)NC1CCCCC1)=N\NC(=O)Cc1ccc(-c2ccccc2)cc1	-3	-22%	8%	-25	8	39%[activator]	12%
Cc1cc(C)c(NC(=O)CS(=O)CC(=O)Nc2cccnc2)c(C)c1 (stereo unspecified)	6	-5%	6%	14	3	0%	-1%
C#CCCOC(=O)N1C2=NC(C(=O)OC)=C(C(=O)OC)[C@@H]3N(C)c4ccc(OC)cc4[C@]23C[C@H]1C(=O)OC	·	·	·	24	·	-14%	-6%[12.9 µM]
CC1CC(=O)NN=C1c1cccs1 (stereo unspecified)	-5	-21%	8%	31	-1	7%	-1%
CC(=O)Oc1ccc(C(=O)Nc2ccc3c(c2)OCCO3)cc1	·	-12%	?	145	26*	-2%	-4%
O=C(O)c1c2c(nc3ccccc13)/C(=C/c1ccccc1[N+](=O)[O-])CCC2	-11	-21%	1%	-1	-4	0%	-13%
O=C(O)CCCC(=O)N1CCN(C(c2ccccc2)c2ccccc2)CC1	-9	-8%	3%	-29	-7	-9%	6%
O=C(CCC1CC(=O)Nc2ccccc21)NCc1cccnc1 (stereo unspecified)	-19	-9%	?	73	-1	4%	-5%
OCCN1CCOCCOCCN(CCO)CCN(CCO)CC1	-7	-19%	?	18	-1	104%[activator]	-7%
O=C1C=CN(Cc2ccccc2)C(c2ccccc2)C1 (stereo unspecified)	·	-12%	·	-19	·	10%	·
O=C(CSc1nc2c(sc3ccccc32)c(=O)n1-c1ccccc1)NCc1ccco1	44	-23%	-2%	-81*	30*	28%	0%
COc1cccc(-c2sc3ccc(OC)cc3c2C#CC(C)(C)O)c1	·	86%[activator]	-1%	2	·	-1%	·
COc1ccccc1N1CCN(Cc2c(F)cccc2F)CC1	-11	-11%	-6%	8	-7	-6%	-16%
CN(C)S(=O)(=O)c1cc(NC(=O)c2cc(=O)[nH]c3ccccc23)ccc1Cl	7	-27%	4%	·	1	·	-11%
Cc1cc(C)n(CC(=O)c2ccc(Cl)cc2)n1	-7	0%	0%	?	-1	32%[activator]	2%
O=C(CCCN1C(=O)c2ccccc2C1=O)N1CCN(c2ccccn2)CC1	-2	-10%	-8%	31	-2	5%	-1%
O=C(NCCCN1CCOCC1)c1ccc(CSCc2cccc(Cl)c2)o1	6	90%[activator]	-2%	-24	-2	7%	3%
Cc1cccc(NC(=O)C2CCCN2/C=C/C(=O)C(F)(F)F)c1C (stereo unspecified)	-14	-9%	-10%	57	-2	7%[2.32 µM]	3%
